# APEX1 inh: inhibitors of human APE1 endonuclease; recombinant APE1, TAMRA/BHQ-2 abasic DNA cleavage fluorescence; Potency, µM (series often up to 65.8 µM), inactives show at the highest dose activity change, negative = inhibition, usual class: inhibitors; 350,000 compounds, 0.35% hits; AID 2517;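 also: plate controls were vehicle for no effect and reference inhibitor for full effect; nearly all actives have a fitted effect of over 55% in size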
# Target sequence (P27695 whole entry, looked up): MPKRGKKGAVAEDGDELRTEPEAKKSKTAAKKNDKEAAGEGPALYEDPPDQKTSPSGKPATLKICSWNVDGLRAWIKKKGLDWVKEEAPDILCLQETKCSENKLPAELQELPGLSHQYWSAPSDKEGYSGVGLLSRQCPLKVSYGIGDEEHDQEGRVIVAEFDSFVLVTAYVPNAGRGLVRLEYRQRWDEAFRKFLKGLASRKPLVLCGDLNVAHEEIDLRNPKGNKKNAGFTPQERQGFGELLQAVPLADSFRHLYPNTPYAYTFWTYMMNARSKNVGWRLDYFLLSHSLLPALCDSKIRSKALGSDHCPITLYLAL
#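 Compound pre-exposure to 0.75 nM APE1, 15 min at ambient temperature. Reaction initiated with 50 nM TAMRA/BHQ-2 THF substrate, read immediately in kinetic mode, 525 nm excitation, 598 nm emission.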
# BLM helicase inh: blocks DNA unwinding by human BLM helicase. 350,000 compounds, 0.2% hits. P54132. recombinant BLM DNA unwinding, fluorescence dequenching. Potency, µM (doses to about 56.1 µM), inactives show at the highest dose activity change, negative = inhibition, hits mostly inhibitors. AID 2528;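 also: plate controls were vehicle for no effect and no enzyme for full effect; nearly all actives have a fitted effect of over 35% in size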
# Apoferritin bind: binds horse apoferritin like a general anesthetic. P02791. apoferritin/1-aminoanthracene competitive binding, fluorescence. Potency, µM (series often up to 77.5 µM), without a hit: at the top dose activity change, negative = displacement, most hits filed as inhibitors. 350,000 compounds, 0.074% hits; also: % is scaled to controls: 0 for no effect and ±100 for the full control effect; nearly all actives have a fitted effect of over 20% in size
# Target sequence (P02791 2-175 limits assumed): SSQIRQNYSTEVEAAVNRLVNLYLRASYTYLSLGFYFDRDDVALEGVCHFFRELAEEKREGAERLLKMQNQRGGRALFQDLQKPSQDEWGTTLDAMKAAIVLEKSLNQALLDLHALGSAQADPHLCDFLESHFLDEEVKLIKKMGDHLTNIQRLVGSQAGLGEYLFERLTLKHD
#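 Probe: 1-aminoanthracene (50% saturated, PBS). Protein: horse-spleen apoferritin, 10 uM. Incubation: 10 min, room temperature. Detection: 380 nm excitation, 535 nm emission. Analysis: normalized response, four-parameter Hill.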
# POLH inh: inhibitors of human DNA polymerase eta; recombinant Pol eta, fluorescent DNA replication assay; Potency, µM (titrated, usually from 114 µM), without a hit: at the top dose activity change, negative = inhibition, usual class: inhibitors; 390,000 compounds, 1.2% hits; also: % is scaled to controls: 0 for no effect and ±100 for the full control effect
#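 Pol eta (10 nM) was preincubated with compounds for 15 min at room temperature, after which fluorescent replication substrate (50 nM final) was added to start the reaction. Fluorescence was read kinetically at 0 and 10 min.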
# BAZ2B block: BAZ2B (human) inhibition. 360,000 compounds, 4.4% hits. Potency, µM (series often up to 114 µM), for inactives: at the highest dose activity change, negative = inhibition, most hits filed as inhibitors. AlphaScreen BAZ2B-H3K14Ac peptide displacement. Q9UIF8; also: % is scaled to controls: 0 for no effect and ±100 for the full control effect; nearly all actives have a fitted effect of over 60% in size
#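 BAZ2B (50 nM) with biotin-H3(5-23)K14Ac peptide (50 nM) in PBS pH 7.4, 0.01% Tween-20, preformed 30 min, then compound 30 min at room temperature; top concentration 110uM. AlphaScreen streptavidin donor/nickel chelate acceptor beads (10 ug/mL final), 20 min dark, signal read.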
# Pol iota inh: blocks human DNA polymerase iota activity; Potency, µM (doses to about 115 µM), without a hit: top-dose activity, negative = inhibition, usual class: inhibitors; Q9UNA4; 390,000 compounds, 1% hits; AID 588590; Pol iota fluorescent replication assay, 10 min
#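 Pol iota at 10 nM preincubated 15 min with compounds at room temperature; reaction started with fluorescent substrate, 50 nM final. Fluorescence read kinetically at 0 and 10 min; buffer-only wells as negative control.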
# POLK inh: DNA polymerase kappa (human) inhibition | Potency, µM (titrated, usually from 107 µM), for the others: at the top dose activity, negative = inhibition, usual class: inhibitors | purified Pol kappa, fluorescent DNA synthesis assay, 10 min | Q9UBT6 | AID 588579 | 400,000 compounds, 0.53% hits; also: % is scaled to controls: 0 for no effect and ±100 for the full control effect
#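 Inhibition of 10 nM Pol kappa is measured by a fluorescent read-out at 0 and 10 min following addition of 50 nM substrate (final), with a 15-min room-temperature compound preincubation.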
# G9a block: blocks human histone lysine methyltransferase G9a; Q96KQ7; Potency, µM (top dose mostly 102 µM), inactives show at the top dose activity, negative = inhibition, actives largely listed as inhibitors; 350,000 compounds, 8.8% hits; G9a H3K9 monomethylation, AlphaScreen, 2 h; also: % is scaled to controls: 0 for no effect and ±100 for the full control effect; nearly all actives have a fitted effect of over 75% in size
# Target sequence (Q96KQ7 913-1193 limits assumed): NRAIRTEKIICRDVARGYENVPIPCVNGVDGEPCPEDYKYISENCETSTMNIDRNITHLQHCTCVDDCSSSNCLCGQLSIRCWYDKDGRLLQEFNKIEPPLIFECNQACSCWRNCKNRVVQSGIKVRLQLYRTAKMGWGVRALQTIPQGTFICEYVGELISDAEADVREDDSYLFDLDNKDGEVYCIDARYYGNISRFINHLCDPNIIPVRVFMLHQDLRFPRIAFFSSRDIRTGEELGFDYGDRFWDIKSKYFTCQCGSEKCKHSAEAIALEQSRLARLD
#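 Step 1: enzyme (final 20 nM) with compound, 15 min RT. Step 2: substrate peptide 500 nM and SAM 20 uM, 2 h RT. Step 3: anti-H3K9me1 antibody and AlphaScreen beads, 10 min, then plate read.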
# POLB inh: DNA polymerase beta (human) inhibition. P06746. Pol beta primer extension/strand displacement, fluorescence kinetic. Potency, µM (series often up to 114 µM), inactives show at the top dose activity change, negative = inhibition, actives largely listed as inhibitors. 340,000 compounds, 1.3% hits. AID 485314; also: % is scaled to controls: 0 for no effect and ±100 for the full control effect
#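 Pol beta (10 nM) was preincubated with compound for 15 min at room temperature. The reaction was then started with 50 nM substrate and read immediately and after a further 10 min at room temperature.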
# * hit, by the source's call; u = inconclusive; x = not tested or not shown; & = joins results of further samples; [ ] = dose if it differs, or a comment. Calls follow the shape of the dose curve; as a rule, active = well fitted curve in the direction sought with a large enough effect; inconclusive = small, poorly fitted or top-dose-only effect, or another doubt; inactive = no such curve, though single readings can be large; an effect the other way counts as inactive or inconclusive. Potency is read from the fitted curve at half-maximal effect.
SMILES,APEX1 inh,BLM helicase inh,Apoferritin bind,POLH inh,BAZ2B block,Pol iota inh,POLK inh,G9a block,POLB inh
CCCn1c(C(C)Nc2nc(-c3cccc(Br)c3)cs2)nc2ccccc21 (centres undefined),-9%,-7%,-20%,-21%,-28%,u,-18%,u,-19%
CC(C)NC(=O)/C(C#N)=C/c1ccc2c(c1)OCCO2,3%,4%,2%,0%,-2%,143%[activator],-16%,7%,39%
O=C(CN1C(=O)NC2(CCCc3ccccc32)C1=O)Nc1ccccc1OC(F)F (centres undefined),24%,x,x,-11%,6%,7%,0%,14%[59 µM],x
CC(C)n1ncc(N2CCOCC2)c(Cl)c1=O,38%,-2%,-2%,-5%,0%,-3%,-14%,-5%,3%
CCOCCCNC(=O)C1CCN(C(=O)N(C)C)CC1,12%,0%,9%,-3%,8%,17%,-3%,-3%[59 µM],3%
Cc1ccc(Sc2ncccc2/C=N/O)cc1,1%,-11%,-21%,-21%,-19%,5%,3%,0%,0%
CCC(Cn1nnc2ccccc2c1=O)NC(=O)Nc1ccc(C)cc1C (centres undefined),x,0%,-11%,-14%,-2%,0%,-5%,8%[59 µM],-8%
COc1cc(C(=O)NC(c2ccccc2)c2ccccc2)cc(Cl)c1OC,2%,-3%,-15%,-11%,-1%,4%,-1%,24%[59 µM],1%
COc1ccccc1-n1c(SCC(=O)N2CCOCC2)nc2ccccc2c1=O,-7%,-3%,11%,-2%,-1%,59%[activator],-1%,8%,19%
COc1ccc(C)cc1NC(=O)C(OC(=O)c1cnc(C)cn1)c1ccccc1 (centres undefined),1%,x,x,-4%,9%,22%,-5%,1%,x
Cc1nc2nc(COc3ccccc3)[nH]n2c(=O)c1C,0%,-3%,-5%,-19%,-36%,-6%,-4%,u,-1%
Clc1ccc(COn2c(-c3ccccc3)nc3ccccc32)cc1,-1%,-6%,-9%,-18%,44%[activator],5%,-14%,x,u
COc1ccc(CC(=O)Oc2ccc(C)cc2C)cc1,26%,-10%,-14%,-11%,130%[activator],28%,0%,126%[activator][59 µM],-23%
CCOC(=O)C1=C(O)/C(=C\c2ccc(O)c(OCC)c2)N=C1C,u,-1%,-11%,-6%,-19%,61%,-5%,u,3%
Cc1[nH]n(-c2cccc3ccccc23)c(=O)c1C=Nc1ccc2[nH]c(=O)[nH]c2c1,-12%,-4%,u,u,-36%,4%,-13%,23%[59 µM],u
CCC(=O)N1c2ccc(S(=O)(=O)NCc3cccc(OC)c3)cc2CC1C (centres undefined),x,0%,-8%,-16%,x,5%,-12%,11%[59 µM],-1%
Cc1nnc(SCC(=O)NC2CCCCC2C)s1 (centres undefined),22%,-4%,-11%,-19%,-8%,14%,-1%,x,4%
Cc1ccc2nc(C)c(Cl)c(=O)n2c1,0%,1%,-8%,-10%,u,21%,4%,9%,-11%
Cc1cc(OCC(=O)NCCc2ccc(Cl)cc2)c2c(C)cc(=O)oc2c1,13%,-3%,-3%,5%,1%,-5%,-30%,47%[59 µM],22%
COc1ccc(-c2nc3ccc(Cl)cn3c2Nc2ccc(C)cc2)cc1,x,-4%,-8%,-1%,u,-3%,-7%,-29%[59 µM],26%
Cc1ccc(NC(=O)NCc2cccnc2)cc1,-32%,3%,-9%,-5%,-2%,-15%,5%,39%,1%
C[C@]12CCC3C(CC[C@H]4CC(O)CC[C@]34C)C1CC/C2=N/NC(=O)c1ccncc1 (some centres undefined),6%,-2%,-1%,-9%,0%,-14%,-11%,21%,-12%
O=C(NCc1ccco1)c1cc(-c2cccnc2)nc2ccccc12,-4%,-4%,5%,5%,1%,1%,-22%,-36%[12.7 µM],13%
CCCCOC(=O)Nc1nc2ccc(OC)cc2s1,3%,0%,15%,-2%,41%[activator],-19%,-6%,-14%[12.7 µM],11%
COc1ccccc1/C=C/C=N/N1CCN(c2ccccn2)CC1,1%,1%,-2%,-22%,50µM*,u,-7%,23%[0.501 µM],-3%
COc1ccc(N(CC(=O)NCc2ccc(C)cc2)S(=O)(=O)c2c(C)[nH]c(=O)[nH]c2=O)cc1,24%,0%&2%,-6%&-22%,-7%&-21%,-29%&-1%,-8%&4%,-5%&-1%,-33%,14%&2%
COc1ccc2nc(NC(=O)Nc3ccccc3OC)sc2c1,12%,-3%,4%,-9%,4%,-16%,-2%,-2%,-6%
CC(C)CN(C(=O)c1cccc([N+](=O)[O-])c1)c1c(N)n(CC(C)C)c(=O)[nH]c1=O,67%[activator],1%,-9%,-21%,23%,77%[activator],4%,50µM*,35%
O=C(NCCCN1CCCC1=O)c1cc(S(=O)(=O)N2CCOCC2)c(Cl)cc1Cl,10%,x,x,0%,-2%,-11%,3%,-4%,x
CC(=O)Nc1ccc2c(c1)nc(CCN1CCN(c3ccccn3)CC1)n2C,18%,-6%,15%,-8%,2%,47%[activator],-4%,4%,16%
NCCc1nnc(SCc2ccc(Cl)cc2)o1,x,4%,0%,1%,1%,25%,2%,62%[activator][59 µM],8%
Cc1c(C(N)=O)sc2ncn(CC(=O)OC(C)C)c(=O)c12,-2%,-2%,-12%,5%,6%,3%,0%,x,23%
Cc1cc(C)c2oc(C(=O)N(Cc3ccc(F)cc3)C3CCS(=O)(=O)C3)cc(=O)c2c1 (centres undefined),25%,1%&-5%,u,-5%&-14%,-1%&6%,16%&31%,-8%&13%,-8%,4%&15%
CCCc1nn(C)c(C(=O)Nc2ccc(C(C)(C)C)cc2)c1Cl,-1%,-7%,-17%,-5%,39%[activator],27%,-17%,66%[activator][59 µM],11%
CN1CCN(C(=S)C(=O)Nc2ccc(Br)cc2)CC1,-2%,0%,-8%,-12%,-18%,71%[activator],0%,2.5µM*,-5%
COc1ccc(C(=O)Cn2cnc3ccccc3c2=O)cc1,65%,-2%,-7%,-16%,-21%,-7%,5%,-9%,14%

# Reprinted from the part before: six entries, then new ones.
SMILES,APEX1 inh,BLM helicase inh,Apoferritin bind,POLH inh,BAZ2B block,Pol iota inh,POLK inh,G9a block,POLB inh
NCCc1nnc(SCc2ccc(Cl)cc2)o1,x,4%,0%,1%,1%,25%,2%,62%[activator][59 µM],8%
Cc1c(C(N)=O)sc2ncn(CC(=O)OC(C)C)c(=O)c12,-2%,-2%,-12%,5%,6%,3%,0%,x,23%
Cc1cc(C)c2oc(C(=O)N(Cc3ccc(F)cc3)C3CCS(=O)(=O)C3)cc(=O)c2c1 (centres undefined),25%,1%&-5%,u,-5%&-14%,-1%&6%,16%&31%,-8%&13%,-8%,4%&15%
CCCc1nn(C)c(C(=O)Nc2ccc(C(C)(C)C)cc2)c1Cl,-1%,-7%,-17%,-5%,39%[activator],27%,-17%,66%[activator][59 µM],11%
CN1CCN(C(=S)C(=O)Nc2ccc(Br)cc2)CC1,-2%,0%,-8%,-12%,-18%,71%[activator],0%,2.5µM*,-5%
COc1ccc(C(=O)Cn2cnc3ccccc3c2=O)cc1,65%,-2%,-7%,-16%,-21%,-7%,5%,-9%,14%
CCCC1O[C@@H]2C[C@H]3[C@@H]4CCC5=CC(=O)C=C[C@]5(C)C4[C@@H](O)C[C@]3(C)[C@]2(C(=O)CO)O1 (some centres undefined),13%,x,x,-3%[57.1 µM],x,-5%[58.9 µM],x,23%[12.7 µM],4%[57.1 µM]
CCc1cc2c3c(c(=O)oc2cc1OC)CCCC3,-2%,0%,-13%,4%,14%,11%,-8%,18%[12.7 µM],-21%
Cc1ccc(F)cc1NC(=O)CSc1nc(Nc2ccccc2)nc(N2CCOCC2)n1,14%,-4%,-8%,-8%,-13%,-2%,-5%,u,27%
NC(=O)C1CCN(C(=O)CN2CCN(c3cccc(C(F)(F)F)c3)CC2)CC1,-6%,1%,-9%,-8%,2%,-2%,12%,-25%,42%
C/C(=N\NC(=O)c1ccc(O)cc1)c1ccc(N2CCOCC2)cc1,11%,-1%,-5%,-12%,0%,88%[activator],-7%,x,-3%
Cc1sc(N/N=C/C=C/c2ccccc2)nc1-c1ccccc1,-3%,-3%,-5%,4%,-5%,10%,-19%,53%[activator][12.7 µM],1%
CCc1ccc(OCC(=O)Nc2cc3oc4ccccc4c3cc2OC)cc1,x,-8%,8%,-12%,-8%,-5%,-4%,-3%[59 µM],40%
CC(C)NCCCCOc1cccc(Br)c1,2%,5%,5%,-6%,50µM*,121%[activator],5%,28µM*,2%
CCOC(=O)c1c(C)oc2c1c(C(c1cccnc1)N1CCN(C)CC1)c(O)c1ccccc12 (centres undefined),2%,-3%,-12%,x,u,x,x,u,18%
CCOC(=O)c1c(C)[nH]c(C(=O)COC(=O)c2oc3ccccc3c2C)c1C,-5%,-4%,3%,4%,14%,8%,-1%,-2%[59 µM],-3%
N#CCSc1nc(N)c(C#N)c(C2CCCCC2)c1C#N,-4%,-11%,u,-19%,8%,-7%,-12%,45%[12.7 µM],11%
Cc1ccc(Oc2ccc(Oc3ccc(C)cc3)nn2)cc1,3%,1%,-9%,-10%,3%,-4%,1%,14%[59 µM],4%
COc1ccc2oc(C(=O)N3CCN(c4ncccn4)CC3)c(C)c2c1,6%,-2%,-15%,-6%,-18%,11%,2%,15%,10%
COC(=O)[C@]1(Cc2ccccc2)N[C@H](CN(C)C(=O)c2ccc(C)cc2)[C@@H]2C(=O)N(C)C(=O)[C@@H]21,7%,x,x,-24%,x,17%,3%,x,x
CN1C(=O)C(O)(C2COC(C)(C)CC2=O)c2cc(Br)ccc21 (centres undefined),-6%,-2%,-1%,-2%,3%,17%,-10%,6%[12.7 µM],24%
Nc1ccccc1Sc1ccccc1[N+](=O)[O-],0%,-5%,u,-17%,u,6%,-11%,-47%[59 µM],5%
COc1ccc(S(=O)(=O)N(CCCN2CCOCC2)Cc2cccc(OC)c2OC)cc1,1%,-5%,-1%,-14%,8%,-8%,-4%,12%,14%
COC(=O)c1ccc(C23CC4(C2)[C@H](CN(Cc2ccc(-c5ccccc5)cc2)[C@@H]4c2ccccc2)C3c2ccccc2)cc1 (some centres undefined),-1%&0%,-2%&-3%,32%&-8%[activator],-17%,-1%,17%,-11%,-3%[59 µM],2%
CCCCN(C(=O)C1CCC1)c1c(N)n(CCC)c(=O)[nH]c1=O,23%,x,x,-4%,-1%,35%[activator],1%,-31%,x

# Some of the compounds tested; the hit share may differ from the screen's.
